# PG9 binder: PG9 antibody binding by small molecule. TR-FRET gp120-PG9 antibody binding. inhibition, % at 6.7 µM. 360,000 compounds, 0.43% hits. AID 624416; in the data active = inhibition above about 8.5%
# rCAG RNA binder: molecules binding r(CAG) RNA repeats; inhibition, % at 3 µM; AID 651821; r(CAG) RNA repeat, TO-PRO-1 dye displacement fluorescence; 370,000 compounds, 1.3% hits;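 active = inhibition above the plate cutoff, the mean of all test compounds on that plate plus 3 SD, cut at about 35% in these data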;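 also: 0% = DMSO alone and 100% = 100 µM mitoxantrone as full dye displacement; higher means more dye released from RNA so lower well fluorescence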
# Rev-erbA mod: Rev-erb alpha (human) modulation. P20393. Rev-erbα–FITC-DNA binding, fluorescence polarization, 90 min. activity, % at 10 µM. 370,000 compounds, 0.79% hits;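 active = activity above about 14%, limit read from the data; passing the limit was not always enough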;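 also: 0% = DMSO wells with 35 nM protein and 100% = DMSO wells with 750 nM protein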
# Target sequence (P20393 whole entry, looked up): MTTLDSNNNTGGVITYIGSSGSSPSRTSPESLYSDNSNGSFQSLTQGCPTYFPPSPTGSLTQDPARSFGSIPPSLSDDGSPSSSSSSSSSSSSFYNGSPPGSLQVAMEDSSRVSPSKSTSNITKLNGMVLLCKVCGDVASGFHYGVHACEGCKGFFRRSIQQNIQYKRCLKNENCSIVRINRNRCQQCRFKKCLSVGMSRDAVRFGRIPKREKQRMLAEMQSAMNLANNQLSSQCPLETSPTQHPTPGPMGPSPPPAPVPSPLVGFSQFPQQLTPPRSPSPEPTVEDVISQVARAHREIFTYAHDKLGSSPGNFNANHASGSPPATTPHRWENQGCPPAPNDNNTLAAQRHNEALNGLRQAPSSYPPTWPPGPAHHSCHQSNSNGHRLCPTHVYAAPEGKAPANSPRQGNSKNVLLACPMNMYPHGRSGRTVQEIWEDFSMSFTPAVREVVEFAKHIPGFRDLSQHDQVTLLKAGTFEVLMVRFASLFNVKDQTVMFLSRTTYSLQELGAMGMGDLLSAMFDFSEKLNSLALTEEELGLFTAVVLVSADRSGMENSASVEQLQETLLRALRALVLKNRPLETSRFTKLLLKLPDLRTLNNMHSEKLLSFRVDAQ
# NPR1 activator: GC-A (human) enzyme activation. P16066. AID 1671463. activation, % at 10 µM. HEK293 GC-A cells, cGMP TR-FRET, EC30 ANP; 0% at EC30 ANP, 100% saturating ANP. 370,000 compounds, 0.14% hits; in the data active = activation above about 40%
# NPR2 activator: GC-B (human) receptor activation. P20594. HEK293-GC-B cells, CNP EC30, cGMP TR-FRET; 0% at EC30 CNP, 100% saturating CNP. activation, % at 10 µM. 370,000 compounds, 0.11% hits;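 active = activation at 10 µM reaching about 35% in either raw or pattern-adjusted values, limit read from the data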
# ARFGAP1 inh: inhibitors of rat ARFGAP1. 360,000 compounds, 0.26% hits. Arfgap1-stimulated ARF1 GTP hydrolysis, GDP FP detection. inhibition, % at 16.5 µM;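 active = inhibition above a per-plate limit, mean inhibition of low control wells plus 3 SD, cut at about 25% in these data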;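 also: 0% = DMSO wells with enzyme and 100% = wells lacking Arfgap1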
# Target sequence (Q62848 1-136 limits assumed): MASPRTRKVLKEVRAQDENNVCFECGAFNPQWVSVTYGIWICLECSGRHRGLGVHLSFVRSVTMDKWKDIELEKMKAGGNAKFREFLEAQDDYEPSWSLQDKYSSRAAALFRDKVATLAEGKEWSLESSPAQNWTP
#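 Material: rat Arfgap1 catalytic domain, aa 1-136; also added: human ARF1(Δ1-17)-GTP substrate; compound dosing: one concentration, 16.5 µM, DMSO 1.26%; incubation: GTP hydrolysis reaction 2 h at 25 °C; measured by: Tracer-displacement fluorescence polarization with EDTA stop, 620/688 nm; evaluation: % inhibition from polarization; repeats: one replicate per compound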
# HTRA1 inhibitor: inhibitors of human serine peptidase HTRA1. Q92743. recombinant HTRA1, FP-rhodamine activity-based probe, fluorescence polarization. inhibition, % at 5.96 µM. 340,000 compounds, 0.5% hits; in the data active = inhibition above about 36%;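 also: 0% = enzyme with DMSO and 100% = wells lacking enzyme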
# SMARCA2 activ: SMARCA2 function activation, primary screen; MG213 cells, MMTV-luciferase reporter, dexamethasone, overnight; activation, % at 9.1 µM; 370,000 compounds, 1% hits; in the data active = activation above about 7.8%;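 also: 0% = vehicle wells and 100% = reference activator wells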
# ASAP1 GAP inh: blocks human ASAP1-stimulated Arf1 GTP hydrolysis. GDP FP detection. 360,000 compounds, 0.19% hits. inhibition, % at 16.5 µM; in the data active = inhibition above about 25%;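 also: 0% = vehicle with enzyme and substrate and 100% = no enzyme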
# mABHD4 FP: inhibitors of mouse ABHD4; 370,000 compounds, 0.54% hits; inhibition, % at 8.92 µM; Q8VD66; AID 720543; purified mABHD4, FP-Rh probe fluorescence polarization;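 active = inhibition exceeding the mean over every tested compound plus 3 SD, cut at about 30% in these data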;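 also: 0% = plate median of compound wells and 100% = S159A mutant with DMSO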
# Target sequence (Q8VD66 whole entry, looked up): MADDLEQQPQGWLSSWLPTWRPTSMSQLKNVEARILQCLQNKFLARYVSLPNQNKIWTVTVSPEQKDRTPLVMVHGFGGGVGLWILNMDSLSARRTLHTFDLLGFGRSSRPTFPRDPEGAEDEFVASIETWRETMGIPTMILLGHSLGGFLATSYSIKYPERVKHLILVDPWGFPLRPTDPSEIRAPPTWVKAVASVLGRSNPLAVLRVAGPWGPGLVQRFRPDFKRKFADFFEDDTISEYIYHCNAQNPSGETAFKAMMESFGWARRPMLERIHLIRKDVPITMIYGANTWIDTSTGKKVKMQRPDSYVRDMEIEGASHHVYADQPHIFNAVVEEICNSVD
#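 Assay system: mouse ABHD4 enzyme, wild type / Also added: fluorescent activity-based probe FP-Rh / Doses: single nominal dose of 8.92 µM, 0.89% DMSO final / Timing: 45 min compound pre-incubation plus 60 min probe step, 25 °C / Signal: FP readout, ex 525 nm / em 598 nm / Control set: S159A mutant/DMSO as 100%, compound-well median as 0%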
# * marks the source's active call; other numbers are inactive results; nt = no result given. Outcome played no part in choosing rows. Share with any hit: about 4.4%.
SMILES,PG9 binder,rCAG RNA binder,Rev-erbA mod,NPR1 activator,NPR2 activator,ARFGAP1 inh,HTRA1 inhibitor,SMARCA2 activ,ASAP1 GAP inh,mABHD4 FP
Cc1ccc(-c2cnn(-c3cccc([N+](=O)[O-])c3)c2N)cc1,-3.7,-2,0,-2,-3,5,-8,2,-4,4
CCOc1cc(/C=N\NC(=O)Cn2nnc3ccccc32)ccc1O,-0.1,3,1,-3,-2,10,11,-5,7,-4
Cc1c(O)ccc2c(CN(C)Cc3ccccc3)cc(=O)oc12,-1.0,2,-1,7,5,-7,-3,-4,-6,-19
Cc1cccc(C)c1NC(=O)CSc1nnc(CCCCCNC(=O)OC(C)(C)C)o1,-0.4,-6,0,5,1,8,7,-3,-1,-11
Cc1cccc(N/C=C/C(=O)c2ccc(Cl)cc2)c1,0.9,3,2,8,4,11,-4,5,-3,-9
CC1(O)c2ccccc2C(=O)N1CCc1ccccc1F (configuration not stated),0.3,-5,9,-1,-3,-1,-15,6,0,0
O=C1/C(=C/c2ccncc2)SC(=S)N1Nc1ccccc1,-4.5,13,1,-1,1,-4,nt,1,-7,-3
CC(C)C(=O)NC(c1ccc(Cl)cc1Cl)c1ccc2cccnc2c1O (configuration not stated),-0.8,5,-6,-2,-1,-1,49*,1,13,9
Nc1nonc1-n1nnc(C(=O)N/N=C/c2ccoc2)c1CSc1ccc(Cl)cc1,0.5,8,-1,-1,-2,16,-14,-3,11,-2
CCOc1ccc2nc3c(cc2c1)CN(CCOC)C(=NC)S3,0.3,-4,18,-2,-8,1,1,1,-14,0
COc1ccc2nc(NC(=O)CCN3C(=S)NC(C)(C)CC3C)sc2c1 (configuration not stated),0.7,-2,8,11,-7,-1,-6,3,13,-1
Nc1ncnc2c1ncn2[C@@H]1O[C@H](C(=O)N[C@@H](CCc2ccccc2)C(=O)N2CCN(CC(=O)N3CCCC3)CC2)[C@@H](O)[C@H]1O,-1.7,0,-4,3,3,-5,nt,1,-12,6
Cc1nnc2ccc(N3CCN(c4ccccn4)CC3)nn12,-2.2,-2,4,-4,-7,12,1,-1,0,-4
O=C(Nc1c(-c2ccccc2)nc2ncccn12)C1CC1,nt,-1,1,7,-1,nt,nt,-1,nt,0
COCCn1c(SCC(=O)NCC2CCCO2)nc2c(c1=O)SCC2 (configuration not stated),0.1,-2,-4,0,-5,14,6,-2,-3,-1
COc1cccc(NC(=S)N(CCc2nc3cc(C)c(C)cc3[nH]2)Cc2cccnc2)c1,-1.2,-1,-4,-4,-4,15,3,0,14,1
COc1cccc(C(=O)NC2CCCC2)c1,-1.0,-2,-6,1,1,9,-2,3,3,-4
O=C(CSc1nnc(Cn2nnc(-c3ccccc3)n2)n1-c1ccccc1)Nc1ccccc1,-2.3,-3,4,-3,2,2,-40,-4,-2,-15
COC(=O)[C@]12CCCCC=C1N(Cc1ccc(OC)cc1)C(=O)[C@@H]2CC(=O)N1CCN(C(=O)c2ccco2)CC1,nt,2,-4,1,-1,nt,nt,-1,nt,1
CCOc1ccc(NC(=O)CN(C)C(=O)CC2CCCC2)cc1OCC,-0.5,0,-6,-1,1,8,-2,0,3,3
CCCNC(=O)N(C)C[C@@H]1Oc2ncc(Br)cc2C(=O)N([C@H](C)CO)C[C@@H]1C,-1.7,-2,-6,3,3,-8,4,-5,-8,6
CC(C)(C)C(=O)NC(=S)Nc1ccccc1F,1.2,-3,1,1,2,2,-2,-1,2,-2
Nc1nc(SCC(=O)Nc2ccc([N+](=O)[O-])cc2Br)n[nH]1,2.0,0,6,-1,6,1,2,-5,3,2
Nc1ccccc1C#Cc1cnccn1,-0.9,0,0,1,-2,4,-3,2,18,8
Cc1nc2scc(C)n2c(=O)c1S(=O)(=O)N1CCN(c2ccccn2)CC1,-1.6,-1,-1,-1,4,11,-1,-1,4,-2
Cc1ccc(/C=N/NS(=O)(=O)c2ccccc2)o1,-3.3,1,3,2,11,-2,5,1,-6,6
Cc1cc(NCc2ccccn2)n2ncc(-c3ccc(Cl)cc3)c2n1,0.8,4,-2,-8,-11,2,nt,3,-3,48*
O=C(NNC(=O)c1cccnc1Cl)c1ccc(F)cc1,-0.8,-1,1,-1,6,3,2,3,-3,-3
c1cc(C(c2nnnn2C2CCCCC2)N2CCN3CCCC3C2)ccn1 (configuration not stated),-2.0,1,4,2,4,-1,0,-1,-1,5
Cc1ccc(SCCNS(=O)(=O)c2ccc(F)cc2)cc1,-0.7,2,-1,-2,6,4,-6,1,-8,-2
CCC(=O)Nc1sc(C(=O)Nc2ccccc2F)c(C)c1C(=O)OC,-2.3,-1,2,3,-3,-5,-8,2,2,-4
O=C(CSc1ccc(Cl)cc1)NNC(=O)c1cccnc1,-0.9,3,0,-2,3,15,3,0,12,3
COc1ccc(C(=S)N(C)C)cc1OC,0.5,2,0,1,3,1,4,-3,5,5
O=C(Nc1ccc(NC(=O)c2cccs2)cc1)c1ccc2c(c1)OCCO2,0.3,0,2,0,7,2,-3,-4,-2,2
CCCOc1ccc(-c2csc3ncn(Cc4ccc(C(=O)O)cc4)c(=O)c23)cc1,0.7,51*,-2,-1,-1,-1,-9,-3,6,-56
COc1ccc(N(C(=O)CNS(=O)(=O)c2ccccc2)C(C(=O)NCc2ccco2)C(C)C)cc1 (configuration not stated),-0.5,-5,1,-6,-1,0,-3,-4,6,-5
COc1ccccc1CNC(=O)C1CCN(S(=O)(=O)c2ccc3c(c2)C(C)(C)C(=O)N3C)CC1,0.3,5,-2,2,1,0,0,-3,-6,7
O=C(NCCC1=CCCCC1)c1ccc(-n2cncn2)cc1,0.0,2,2,-1,-1,-2,3,4,-17,0
COc1cc(C(=O)OCCCN2CCOCC2)cc(OC)c1OC,-0.5,1,-2,0,3,13,-2,-3,2,2
CCCOc1ccc(C(=O)C(CN2CCOCC2)c2ccccc2)cc1 (configuration not stated),-2.2,-7,2,-2,-3,1,-8,0,1,-3
CC1(C(=O)NS(=O)(=O)Cc2ccccc2C(F)(F)F)CCN1C(=O)Cc1ccccc1 (configuration not stated),0.3,14,2,-1,-2,3,nt,-1,2,-1
COc1ccccc1-c1sc2ccccc2c1C#Cc1ccc(N(C)C)cc1,0.0,13,2,8,0,17,9,1,18,0
NC(=O)c1nsc(C(=O)N(c2ccc(Cl)cc2)C(C(=O)NCC2CCCO2)c2cccs2)c1N (configuration not stated),-2.2,1,4,-41,-26,-6,5,0,-1,-2
CN(C)S(=O)(=O)c1ccc(C(=O)N2CCN(S(=O)(=O)c3ccc4c(c3)OCCO4)CC2)cc1,-1.2,4,1,-1,9,0,11,-1,6,-1
COc1ccc(CCNC(=O)C(C)Sc2ccc(C)cc2)cc1OC (configuration not stated),-3.0,-6,0,0,1,2,0,0,-4,-6

# 2 entries from above in another layout.
Molecule	PG9 binder	rCAG RNA binder	Rev-erbA mod	NPR1 activator	NPR2 activator	ARFGAP1 inh	HTRA1 inhibitor	SMARCA2 activ	ASAP1 GAP inh	mABHD4 FP
COc1ccccc1-c1sc2ccccc2c1C#Cc1ccc(N(C)C)cc1	0.0	13	2	8	0	17	9	1	18	0
NC(=O)c1nsc(C(=O)N(c2ccc(Cl)cc2)C(C(=O)NCC2CCCO2)c2cccs2)c1N (configuration not stated)	-2.2	1	4	-41	-26	-6	5	0	-1	-2

# Carrying on:
SMILES,PG9 binder,rCAG RNA binder,Rev-erbA mod,NPR1 activator,NPR2 activator,ARFGAP1 inh,HTRA1 inhibitor,SMARCA2 activ,ASAP1 GAP inh,mABHD4 FP
COC(=O)[C@H]1C[C@@]2(CC=C(C)C)c3ccccc3N(C(=O)OC(C)(C)C)[C@H]2N1C(=O)OC(C)(C)C,nt,nt,-5,-17,-16,nt,nt,nt,nt,-9
Cc1cc(C)cc(N(CC(=O)NCc2ccco2)C(=O)CCC(=O)Nc2nccs2)c1,-0.5,-8,4,-12,0,4,-5,1,-3,4
COc1ccc(C(=O)SC2=NCCS2)cc1,1.5,-3,-3,0,2,-1,6,-5,-3,-4
COC(=O)[C@]12C[C@H](CC(=O)NCCCN3CCCC3=O)C(=O)N(CCC3=CCCCC3)C1=C[C@H](C(C)C)O[C@@H]2C1CC1,nt,-2,1,-1,1,nt,nt,-3,nt,-2
O=C(CNS(=O)(=O)c1cccc2nonc12)NCc1ccc(F)cc1,0.8,1,5,0,-3,-12,2,-2,11,-5
Cc1ccsc1C(=O)N1CCC(CO)(Cc2ccccc2)CC1,1.6,-5,3,1,-4,2,-1,-1,9,2
Cc1ccc(OCCOC(=O)c2c(-c3ccccc3)noc2C)cc1,1.7,-2,3,-19,1,1,-8,-2,10,-16
O=C(NCc1ccccc1)C1c2ccccc2OCC(=O)N1CCc1c[nH]c2ccccc12 (configuration not stated),0.5,3,-2,-5,-2,5,nt,0,10,5
O=C(COC(=O)c1ccc(O)cc1O)c1ccc(Cl)cc1,-0.5,14,0,6,-2,1,-15,3,2,-7
CSc1ccc(Cl)c(C(=O)OCC(=O)Nc2ccccc2OC(F)F)c1,1.4,-1,2,3,-3,0,-28,-1,-8,-5
CC(C)(C)OC(=O)CNC(=O)c1[nH]cnc1C(=O)N[C@@H](Cc1ccccc1)C(=O)OC(C)(C)C,-0.7,-3,3,4,13,-4,-23,-2,-8,-20
N#Cc1c(N(CCO)CCO)nc(N)c2c(N)nc3c(c12)CC(=O)N3CC1CCCO1 (configuration not stated),-4.1,35*,4,6,-1,-1,2,-2,13,8
CN(C)S(=O)(=O)N1CCN(c2ccc([N+](=O)[O-])c(N3CCCCC3)c2)CC1,2.3,-5,-1,-2,-2,7,3,-2,-11,4
Cc1c(N)cc[n+](CC(=O)c2ccccc2)c1C,0.9,2,-5,2,2,1,3,-3,-12,0
Cc1ccc2oc(=O)c3cnn(CC(=O)N(CCCN4CCOCC4)Cc4ccco4)c3c2c1,-1.2,1,-2,-1,-2,6,-4,-3,6,2
CC1C(C#N)=C(N)OC2=C1C(=O)CCC2 (configuration not stated),-0.2,-3,3,6,2,0,-2,0,-10,4
CCCn1c(N)c(C(=O)CSc2nnc(Cc3ccccc3)o2)c(=O)n(C)c1=O,-1.4,-1,1,6,-6,6,-9,-1,7,2
O=C(CSc1nc2ccccc2[nH]1)N/N=C/c1ccncc1,-0.4,0,5,-2,-11,-5,nt,-1,2,7
CC(=O)Oc1cc2c3c(c1)/C(=C1/SC(=S)NC1=O)C(=O)N3C(C)(C)C=C2C,-2.2,59*,1,-4,2,7,29,-2,7,61*
CCCC(=N)C1=C(O)CC(CC(C)SCC)CC1=O (configuration not stated),-2.0,-3,1,2,-4,-2,6,2,6,-3
COc1ccc(Cl)cc1NC(=O)c1cc(C2CC2)on1,nt,nt,-3,-6,-11,nt,nt,nt,nt,3
O=C(COC(=O)c1cnccn1)Nc1ccccc1-c1ccccc1,0.5,6,3,-2,-5,-3,-2,-1,-14,-4
CCc1ccc(NC(=O)c2noc(C(C)C)c2[N+](=O)[O-])cc1,0.6,0,6,4,6,9,-10,5,8,-4
COc1cc2[nH]c(=S)nc(NCCc3ccc(S(N)(=O)=O)cc3)c2cc1OC,0.0,8,-5,10,-6,0,1,-5,7,4
COc1ccccc1C/C(N)=N/OC(=O)COc1cccc(C)c1,0.1,-9,7,0,2,-2,-14,3,2,-3

# Bioassay records as filed in PubChem.
